# Screening data: PubChem, National Center for Advancing Translational Sciences (NCATS)
# Pol kappa inh: qHTS for Inhibitors of Polymerase Kappa; DNA polymerase kappa (Homo sapiens), Q9UBT6; purified Pol kappa, fluorescent DNA synthesis assay, 10 min; Potency, µM (series often up to 107 µM), without a hit: top-dose activity, negative = inhibition, most hits filed as inhibitors; 400,000 compounds, 0.53% hits; AID 588579, 2011; note: % is set by controls: 0 for no effect and ±100 for the full control effect
#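 10 nM Pol kappa preincubated 15 min at room temperature with compounds, then reaction started with substrate at 50 nM final. Fluorescence read kinetically at 0 and 10 min; buffer-only wells served as negative control.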
# APE1 inh: qHTS Assay for Inhibitors of the Human Apurinic/apyrimidinic Endonuclease 1 (APE1); Potency, µM (series often up to 65.8 µM), for the others: at the top dose activity change, negative = inhibition, actives largely listed as inhibitors; DNA repair nuclease/redox regulator APEX1 (Homo sapiens), P27695; AID 2517, 2012; recombinant APE1, TAMRA/BHQ-2 abasic DNA cleavage fluorescence; 350,000 compounds, 0.35% hits;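 note: plate controls were vehicle for no effect and reference inhibitor for full effect; nearly all actives have a fitted effect of over 55% in size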
#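 Kinetic fluorescence read (525 ex/598 em nm, three reads 60 s apart) of AP-site incision; signal = third minus first read. Enzyme 0.75 nM, dual-labelled THF duplex 50 nM, compound preincubation 15 min RT.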
# BAZ2B inh: qHTS Assay for Inhibitors of BAZ2B; AID 504333, 2011; Bromodomain adjacent to zinc finger domain protein 2B (Homo sapiens), Q9UIF8; AlphaScreen BAZ2B-H3K14Ac peptide displacement; Potency, µM (doses to about 114 µM), without a hit: at the top dose activity change, negative = inhibition, most hits filed as inhibitors; 360,000 compounds, 4.4% hits; note: % is set by controls: 0 for no effect and ±100 for the full control effect; nearly all actives have a fitted effect of over 60% in size
#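 Multi-concentration screen (max 110 uM) measuring displacement of acetylated histone H3 peptide from BAZ2B by AlphaScreen, using 50 nM protein, 50 nM peptide and 10 ug/mL streptavidin donor plus Ni-chelate acceptor beads.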
# Pol iota inh: qHTS for Inhibitors of Polymerase Iota. DNA polymerase iota (Homo sapiens), Q9UNA4. Pol iota fluorescent replication assay, 10 min. AID 588590, 2011. Potency, µM (series often up to 115 µM), without a hit: top-dose activity, negative = inhibition, actives largely listed as inhibitors. 390,000 compounds, 1% hits
#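 Pol iota at 10 nM preincubated 15 min with compounds at room temperature; reaction started with fluorescent substrate, 50 nM final. Fluorescence read kinetically at 0 and 10 min; buffer-only wells as negative control.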
# Pol eta inh: qHTS for Inhibitors of Polymerase Eta; AID 588591, 2011; recombinant Pol eta, fluorescent DNA replication assay; 390,000 compounds, 1.2% hits; DNA polymerase eta (Homo sapiens), Q9Y253; Potency, µM (highest dose often 114 µM), for the others: at the top dose activity change, negative = inhibition, actives largely listed as inhibitors; note: % is set by controls: 0 for no effect and ±100 for the full control effect
#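 Fluorescent replication assay: 50 nM final substrate added after a 15 min room-temperature compound preincubation with 10 nM enzyme. Signal taken at 0 min and again at 10 min.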
# JMJD2A Tudor inh: qHTS Assay for Inhibitors of JMJD2A-Tudor Domain; AlphaScreen JMJD2A-Tudor / H3K4me3 peptide binding; 390,000 compounds, 4.4% hits; Potency, µM (titrated, usually from 114 µM), without a hit: at the top dose activity change, negative = inhibition, most hits filed as inhibitors; Lysine-specific demethylase 4A (Homo sapiens), O75164; note: % is set by controls: 0 for no effect and ±100 for the full control effect; nearly all actives have a fitted effect of over 50% in size
# Target sequence (O75164 whole entry, looked up, the tested form may be a part): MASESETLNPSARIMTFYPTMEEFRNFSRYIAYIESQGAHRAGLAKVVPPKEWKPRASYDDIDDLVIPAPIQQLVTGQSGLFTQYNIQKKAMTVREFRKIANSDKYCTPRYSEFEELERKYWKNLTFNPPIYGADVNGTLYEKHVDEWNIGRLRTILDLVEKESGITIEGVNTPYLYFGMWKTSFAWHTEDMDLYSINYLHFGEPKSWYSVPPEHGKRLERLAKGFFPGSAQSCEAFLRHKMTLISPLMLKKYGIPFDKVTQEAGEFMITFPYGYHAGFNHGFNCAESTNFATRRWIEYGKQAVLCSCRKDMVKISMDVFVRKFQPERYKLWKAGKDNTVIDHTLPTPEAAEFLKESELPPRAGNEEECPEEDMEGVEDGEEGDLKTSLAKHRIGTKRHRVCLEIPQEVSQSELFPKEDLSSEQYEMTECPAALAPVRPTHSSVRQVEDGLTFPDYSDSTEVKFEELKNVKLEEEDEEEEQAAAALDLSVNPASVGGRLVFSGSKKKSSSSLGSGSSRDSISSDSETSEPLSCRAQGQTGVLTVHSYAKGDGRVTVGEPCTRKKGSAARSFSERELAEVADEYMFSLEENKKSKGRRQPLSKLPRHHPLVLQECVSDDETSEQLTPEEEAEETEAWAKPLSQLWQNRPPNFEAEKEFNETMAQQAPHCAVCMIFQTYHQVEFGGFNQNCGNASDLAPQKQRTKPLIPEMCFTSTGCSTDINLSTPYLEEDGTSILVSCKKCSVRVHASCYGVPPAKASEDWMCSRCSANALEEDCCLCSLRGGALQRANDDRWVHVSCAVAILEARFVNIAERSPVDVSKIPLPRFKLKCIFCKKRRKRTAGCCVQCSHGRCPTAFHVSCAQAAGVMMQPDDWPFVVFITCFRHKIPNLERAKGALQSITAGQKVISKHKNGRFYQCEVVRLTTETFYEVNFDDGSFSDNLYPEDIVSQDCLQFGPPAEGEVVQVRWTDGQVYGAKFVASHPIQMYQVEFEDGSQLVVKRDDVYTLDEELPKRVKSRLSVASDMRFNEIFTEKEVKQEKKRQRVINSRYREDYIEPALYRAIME
# G9a inh: qHTS Assay for Inhibitors of Histone Lysine Methyltransferase G9a; G9a H3K9 monomethylation, AlphaScreen, 2 h; Histone-lysine N-methyltransferase EHMT2 (Homo sapiens), Q96KQ7; Potency, µM (highest dose often 102 µM), without a hit: at the top dose activity, negative = inhibition, most hits filed as inhibitors; AID 504332, 2011; 350,000 compounds, 8.8% hits; note: % is set by controls: 0 for no effect and ±100 for the full control effect; nearly all actives have a fitted effect of over 75% in size
#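 AlphaScreen read-out: biotin-H3K9 peptide (500 nM) methylation by 20 nM enzyme with 20 uM SAM, 2 h at room temperature after 15 min compound preincubation; anti-monomethyl H3K9 antibody plus donor/acceptor beads, 10 min dark.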
# POLB inh: qHTS Assay for Inhibitors of DNA Polymerase Beta | P06746 | Pol beta primer extension/strand displacement, fluorescence kinetic | Potency, µM (doses to about 114 µM), inactives show top-dose activity change, negative = inhibition, hits mostly inhibitors | 340,000 compounds, 1.3% hits | AID 485314, 2010; note: % is set by controls: 0 for no effect and ±100 for the full control effect
#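 Preincubation: enzyme (10 nM) with compound, 15 min, RT. Reaction: substrate added to 50 nM final. Reads: 0 and 10 min. Analysis: normalized, Hill fit.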
# BLM helicase inh: qHTS Assay for Inhibitors of Bloom's syndrome helicase (BLM); RecQ-like DNA helicase BLM (Homo sapiens), P54132; recombinant BLM DNA unwinding, fluorescence dequenching; Potency, µM (highest dose often 56.1 µM), inactives show top-dose activity change, negative = inhibition, most hits filed as inhibitors; 350,000 compounds, 0.2% hits; AID 2528, 2010;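 note: plate controls were vehicle for no effect and no enzyme for full effect; nearly all actives have a fitted effect of over 35% in size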
# Active calls of the source: *; ? = inconclusive; · = not tested or not shown; [ ] = another dose, or the depositor's remark. Calls come from the whole dose curve; as a rule, active = well fitted curve in the direction sought with a large enough effect; inconclusive = small, poorly fitted or top-dose-only effect, or another doubt; inactive = no such curve, though single readings can be large; an effect the other way counts as inactive or inconclusive. Potency is the fitted concentration of half-maximal effect.
SMILES,Pol kappa inh,APE1 inh,BAZ2B inh,Pol iota inh,Pol eta inh,JMJD2A Tudor inh,G9a inh,POLB inh,BLM helicase inh
CCCS(=O)(=O)Nc1c(C(=O)OC)[nH]c2ccccc12,-1%,-1%,1%,-14%,-15%,0%,50µM*,-18%,2%
COc1ccccc1/C=C/C(=O)NNC(=O)c1cc(C)oc1C,-17%,29%,-7%,34%[activator],-6%,-17%,-32%,·,·
COc1c(Br)cc(Br)cc1/C=C1/C(=O)N=C(N)N1C,-4%,13%,0%,22%,-2%,-29%,50%,2%,-14%
COc1ccnc(Oc2ccc(F)cc2)c1C(=O)N/C=N/OCc1cccc(F)c1,7%,10%,3%,-3%,-13%,5%,6%,20%,-9%
CC(=O)c1c(C)n(S(=O)(=O)c2ccc(Cl)cc2)c2ccc(NS(=O)(=O)c3ccc(Cl)cc3)cc12,-4%,·,-20%,17%,-5%,-18%,-48%[59 µM],4%,-8%
O=C(CCc1ccccc1)Nc1nc2ccc(S(=O)(=O)N3CCOCC3)cc2s1,-5%,5%,7%,3%,-7%,-17%,2%[12.7 µM],-23%,-10%
CCC(=O)N1c2ccccc2CC1C(=O)NCCN1CCN(c2cccc(Cl)c2)CC1 (stereo not given),-8%[60.1 µM],·,?,-6%,-5%,?,11%[59 µM],-21%,-1%
O=C(NCc1ccccc1)C(=O)NCC(c1ccc2c(c1)OCO2)N1CCOCC1 (stereo not given),-2%[60.1 µM],·,3%,2%,-3%,-13%,6%[59 µM],23%,-1%
CCn1nnnc1SCC(=O)N1CCOCC1,-2%,-4%,1%,-2%,-9%,1%,21%[59 µM],-11%,1%
O=C1NC(=S)S/C1=C1\Sc2ccccc2N1CCCS(=O)(=O)O,-3%,14%,?,?,?,17%[11.4 µM],10µM*,-1%,-9%
O=C(Nc1ccccc1)NC1(C(=O)NCc2ccco2)CCCCC1,2%,1%,1%,7%,0%,-15%,7%[12.7 µM],3%,-1%
C/C=N\NC(=O)CNC(=O)CNC(=O)c1ccccc1,-11%,1%,-1%,10%,-2%,?,?,5%,0%
COc1ccc(CCC(=O)NNC(=O)c2cccs2)cc1,-1%,10%,9%,27%,-10%,-5%,3%[2.33 µM],·,·
O=C(O)COc1ccc(-c2nnn(Cc3ccccc3F)n2)cc1,3%,?,11%,-1%,-12%,4%,?,15%,6%
CC1=C(C(=O)Nc2c(C)cc(C)cc2C)C2(CCN(C(C)C)CC2)OC1=O,2%,·,-12%,1%,-4%,2%,-21%[59 µM],13%,0%
O=C(Nc1cccc(C(=O)N2CCOCC2)c1)c1ncn[nH]1,-9%,-2%,20µM*,-15%,12%,28µM*,-43%[59 µM],4%,0%
CCC(C)Nc1cc(C)c(C#N)c2nc3ccccc3n12 (stereo not given),-21%,14%,0%,8%,-9%,13%,4%,1%,-4%
CCCOc1ccc(N2C(=O)CC(N(CCOC34CC5CC(CC(C5)C3)C4)C(C)=O)C2=O)cc1 (stereo not given),-10%,0%,-19%,160%[activator],-13%,-14%,17%,0%,-15%
CCNC(=O)Cc1ccc(Br)cc1,-4%,4%,10%,10%,-15%,-11%,21%[59 µM],10%,-4%
COc1ccccc1Nc1nc(-c2sc(NC(=O)C(C)(C)C)nc2C)cs1,-4%,-7%,?,?,-5%,63µM*,?,11%,-5%
CC1CCN(CCCNC(=O)c2n[nH]c(=O)c3ccccc23)CC1,-9%,-3%,-15%,8%,2%,-3%,17%[12.7 µM],8%,-5%
COc1ccccc1N(C(=O)CNC(=O)c1ccco1)C(C(=O)NC1CCCC1)c1ccncc1 (stereo not given),-3%,14%,8%,2%,-15%,7%,-65%[59 µM],-2%,6%
Cc1ccc(Nc2nc(NCCCN3CCOCC3)nc(N)c2[N+](=O)[O-])cc1C,-9%,1%,?,23%,-24%,?,-11%[59 µM],-16%,-5%
CC(CCc1ccccc1)NC(=O)CNc1cccc([N+](=O)[O-])c1 (stereo not given),1%,11%,-1%,-4%,-4%,-32%,3%,27%,0%
O=C(NC1CCS(=O)(=O)C1)N1CCCCC1 (stereo not given),5%,5%,4%,-3%,-11%,-18%,-22%[59 µM],0%,0%

# Other compounds.
SMILES,Pol kappa inh,APE1 inh,BAZ2B inh,Pol iota inh,Pol eta inh,JMJD2A Tudor inh,G9a inh,POLB inh,BLM helicase inh
NS(=O)(=O)c1ccc(CNC(=O)C2CCCN2C(=O)c2cccs2)cc1 (stereo not given),0%,1%,·,-20%,-15%,-9%,·,·,·
CCNS(=O)(=O)c1cc(Br)ccc1OC,16%,-2%,-3%,3%,-12%,-16%,1%[12.7 µM],13%,-11%
COc1ccc(N(CC(=O)Nc2ccc3c(c2)OCO3)S(=O)(=O)c2ccccc2)c(OC)c1,-12%,?,-5%,-8%,-1%,-31%,?,2%,-13%
O=C(/C(=C(/[O-])c1ccccc1)[n+]1ccccc1)c1ccc([N+](=O)[O-])cc1,-2%,11%,-2%,5%,-16%,-4%,-32%[59 µM],16%,5%
COc1ccccc1NC(=O)Nc1ncccc1C,-7%,8%,5%,15%,-13%,-4%,11%[59 µM],15%,0%
CO/N=C(/C(=O)N[C@H]1C(=O)N2C(C(=O)O)=C(COC(C)=O)CSC12)c1csc(N)n1 (stereo not given in full),?,?,·,·,·,·,3%[2.33 µM],·,-11%
CC(C)N1CCc2nc(SCC(=O)Nc3cccc(F)c3)[nH]c(=O)c2C1,11%,·,-14%,27%,-13%,0%,-32%[59 µM],5%,-1%
Cc1cc(C)c(NC(=O)CS(=O)CC(=O)N2CCN(c3ccc(F)cc3)CC2)c(C)c1 (stereo not given),-1%,-7%,-30%,8%,-3%,-5%,?,1%,-3%
Cn1nc(-c2ccccc2)c(-c2ccccc2)c(C(=O)Nc2ccccc2C(N)=O)c1=O,8%,·,18%,-1%,-13%,-7%,11%[59 µM],23%,6%
Cc1ccc(-c2nc3c(=O)n(C)c4ccccc4c3o2)cc1,-3%,-6%,-8%,6%,2%,-10%,-8%,18%,2%
COc1cc(/C=N/NC(=O)c2c(-c3ccccc3)noc2C)cc(OC)c1OC,-9%,-4%,4%,-22%,-9%,-3%,21%[59 µM],22%,2%
CCCCN(C(=O)NC(=O)Nc1ccccc1C)S(C)(=O)=O,-13%,-2%,-3%,21%,-12%,-4%,41%[59 µM],-3%,-1%
CN(C)c1ccc(/C=C/c2cc[n+]([O-])cc2)cc1,·,0%,-32%,·,·,·,50µM*,0%,1%
O=S(=O)(Cc1ccccc1)c1ccccc1-c1nnc(-c2ccccc2)o1,-2%,-1%,0%,20%,?,-9%,-29%[59 µM],?,-11%
CCc1cccc(NC(=O)CCN2C(=O)c3ccccc3Sc3ncccc32)c1,?,·,?,?,-13%,-19%,-14%[59 µM],38%,-2%
CCN(CC)c1ncnc2scc(C3COc4ccccc4O3)c12 (stereo not given),-4%,-1%,25%,1%,-10%,45%[activator],11%[59 µM],9%,-3%
COc1ccc(CNC(=O)C(c2ccncc2)N(C(=O)Cc2cccs2)c2cccc(C)c2)cc1 (stereo not given),-6%,12%,1%,-14%,-7%,-22%,-3%[0.0925 µM],34%,-8%

# A section from further up:
SMILES,Pol kappa inh,APE1 inh,BAZ2B inh,Pol iota inh,Pol eta inh,JMJD2A Tudor inh,G9a inh,POLB inh,BLM helicase inh
NS(=O)(=O)c1ccc(CNC(=O)C2CCCN2C(=O)c2cccs2)cc1 (stereo not given),0%,1%,·,-20%,-15%,-9%,·,·,·
CCNS(=O)(=O)c1cc(Br)ccc1OC,16%,-2%,-3%,3%,-12%,-16%,1%[12.7 µM],13%,-11%

# Ten entries from above, with two lines to a compound.
# Every second line gives: Pol kappa inh | APE1 inh | BAZ2B inh | Pol iota inh | Pol eta inh | JMJD2A Tudor inh | G9a inh | POLB inh | BLM helicase inh
CCCS(=O)(=O)Nc1c(C(=O)OC)[nH]c2ccccc12
 : -1% | -1% | 1% | -14% | -15% | 0% | 50µM* | -18% | 2%
COc1ccccc1/C=C/C(=O)NNC(=O)c1cc(C)oc1C
 : -17% | 29% | -7% | 34%[activator] | -6% | -17% | -32% | · | ·
COc1c(Br)cc(Br)cc1/C=C1/C(=O)N=C(N)N1C
 : -4% | 13% | 0% | 22% | -2% | -29% | 50% | 2% | -14%
COc1ccnc(Oc2ccc(F)cc2)c1C(=O)N/C=N/OCc1cccc(F)c1
 : 7% | 10% | 3% | -3% | -13% | 5% | 6% | 20% | -9%
CC(=O)c1c(C)n(S(=O)(=O)c2ccc(Cl)cc2)c2ccc(NS(=O)(=O)c3ccc(Cl)cc3)cc12
 : -4% | · | -20% | 17% | -5% | -18% | -48%[59 µM] | 4% | -8%
O=C(CCc1ccccc1)Nc1nc2ccc(S(=O)(=O)N3CCOCC3)cc2s1
 : -5% | 5% | 7% | 3% | -7% | -17% | 2%[12.7 µM] | -23% | -10%
CCC(=O)N1c2ccccc2CC1C(=O)NCCN1CCN(c2cccc(Cl)c2)CC1 (stereo not given)
 : -8%[60.1 µM] | · | ? | -6% | -5% | ? | 11%[59 µM] | -21% | -1%
O=C(NCc1ccccc1)C(=O)NCC(c1ccc2c(c1)OCO2)N1CCOCC1 (stereo not given)
 : -2%[60.1 µM] | · | 3% | 2% | -3% | -13% | 6%[59 µM] | 23% | -1%
CCn1nnnc1SCC(=O)N1CCOCC1
 : -2% | -4% | 1% | -2% | -9% | 1% | 21%[59 µM] | -11% | 1%
O=C1NC(=S)S/C1=C1\Sc2ccccc2N1CCCS(=O)(=O)O
 : -3% | 14% | ? | ? | ? | 17%[11.4 µM] | 10µM* | -1% | -9%

# These rows are one share of the data; the hit share may differ from the screen's.
